AGP1 TOR yeast: modulators of TOR pathway AGP1-GFP in S. cerevisiae. GFP response vs DMSO, % at 10 µM. S. cerevisiae AGP1-GFP multiplex flow cytometry, 3 h; GFP as percent of DMSO wells. actives 0.02% (n = 320,000);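 active = GFP response relative to DMSO above a set limit, near screen average plus 3 SD, cut at about 150% in these data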;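 also: median GFP channel fluorescence of the gated AGP1 strain per well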
RPL19A-GFP yeast: alters RPL19A-GFP fluorescence in TOR pathway yeast screen. AID 2025. S. cerevisiae RPL19A-GFP strain, flow cytometry, 3 h; hits give low values. actives 0.3% (n = 330,000). percent response vs DMSO, % at 10 µM;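 active = percent response vs DMSO below 50%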;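 also: median channel GFP fluorescence of the barcoded RPL19A-GFP strain; ratio of sample median GFP to plate DMSO average so 100% = DMSO; lower means less RPL19A-GFP as with rapamycin TOR inhibition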
CR mimetic SO: caloric restriction mimetics inhibiting age-related superoxide in yeast. superoxide response (% of plate mean), % at 10 µM. actives 0.18% (n = 330,000). S. cerevisiae aged cells, superoxide DHE fluorescence; hits give low values;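 active = superoxide response under a set limit, about three screen SD below normal, cut at about 65% in these data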;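 also: yeast aged for seven days with compound at 30 °C before DHE staining; 100% = average MFI of all compound-treated wells on the plate with controls excluded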
LAP4-GFP MLPCN: modulators of TOR pathway LAP4-GFP in S. cerevisiae; actives 0.34% (n = 320,000); S. cerevisiae LAP4-GFP multiplex, flow cytometry GFP, 3 h; median GFP as percent of DMSO wells; GFP response vs DMSO, % at 10 µM;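 active = GFP response vs DMSO above a set limit, about the screen mean plus 3 SD, cut at about 150% in these data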
VLA-4 inh: inhibition in a human VLA-4 binding assay; P13612; VLA-4 expressing cells, ligand binding flow cytometry; inhibition, % (about 7 µM as worked out from the volumes in the protocol); actives 0.2% (n = 330,000); AID 2557; in the data active = inhibition above about 50%
Target sequence (P13612 whole entry, looked up): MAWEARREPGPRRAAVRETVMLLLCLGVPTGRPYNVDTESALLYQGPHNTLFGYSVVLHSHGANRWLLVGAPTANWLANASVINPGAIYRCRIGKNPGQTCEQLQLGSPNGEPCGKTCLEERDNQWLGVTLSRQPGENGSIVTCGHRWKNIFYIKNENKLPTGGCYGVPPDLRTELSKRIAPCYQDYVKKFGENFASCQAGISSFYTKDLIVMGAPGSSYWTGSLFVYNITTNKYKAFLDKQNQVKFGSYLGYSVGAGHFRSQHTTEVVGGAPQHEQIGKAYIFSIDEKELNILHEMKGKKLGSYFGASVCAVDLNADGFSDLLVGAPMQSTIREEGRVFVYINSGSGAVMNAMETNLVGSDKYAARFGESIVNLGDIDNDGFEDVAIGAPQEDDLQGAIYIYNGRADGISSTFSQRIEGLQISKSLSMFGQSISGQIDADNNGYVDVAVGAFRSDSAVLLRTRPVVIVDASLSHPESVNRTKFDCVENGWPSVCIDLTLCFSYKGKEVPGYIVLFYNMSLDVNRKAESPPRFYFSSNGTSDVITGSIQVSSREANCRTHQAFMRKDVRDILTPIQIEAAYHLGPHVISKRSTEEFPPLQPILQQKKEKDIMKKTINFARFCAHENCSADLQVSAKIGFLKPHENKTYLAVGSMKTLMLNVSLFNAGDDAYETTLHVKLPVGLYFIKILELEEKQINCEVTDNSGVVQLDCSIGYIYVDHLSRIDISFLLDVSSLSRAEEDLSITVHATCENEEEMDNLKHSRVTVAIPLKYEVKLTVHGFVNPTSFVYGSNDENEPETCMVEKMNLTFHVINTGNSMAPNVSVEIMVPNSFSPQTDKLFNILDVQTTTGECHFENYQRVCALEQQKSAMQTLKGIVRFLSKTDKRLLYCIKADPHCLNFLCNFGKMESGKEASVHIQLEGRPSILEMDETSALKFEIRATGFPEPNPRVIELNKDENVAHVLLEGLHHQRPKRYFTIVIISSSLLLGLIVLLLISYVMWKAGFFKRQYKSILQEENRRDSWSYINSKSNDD
MEP2 TOR yeast: yeast TOR pathway MEP2-GFP modulation | AID 2016 | S. cerevisiae MEP2-GFP strain, flow cytometry GFP, 3 h; 100% = DMSO control level | actives 0.51% (n = 330,000) | GFP response vs DMSO, % at 10 µM;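 active = GFP response versus DMSO above a set limit, roughly screen mean plus 3 SD, cut at about 180% in these data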;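 also: median GFP fluorescence of the barcode-gated MEP2-GFP cells per well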
CIT2-GFP yeast: alters CIT2-GFP fluorescence in TOR pathway yeast screen; S. cerevisiae CIT2-GFP strain, flow cytometry, 3 h; 100 means same as DMSO wells; GFP response vs DMSO, % at 10 µM; actives 0.065% (n = 320,000); AID 2029;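 active = GFP response relative to DMSO above a set limit, near the screen mean plus 3 SD, cut at about 150% in these data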;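 also: ratio of well median GFP fluorescence to mean of DMSO wells on the plate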
GRK2 aptamer HTS: human GRK2 inhibition via aptamer displacement; actives 0.59% (n = 330,000); inhibition of aptamer binding, % at 10 µM; P25098; bead flow cytometry, FAM-aptamer displacement from GRK2;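 active = inhibition of aptamer binding above 40%, roughly 3 SD of noise, on plates passing a quality check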;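 also: median bead fluorescence of bound FAM aptamer so fluorescent compounds give negative values; no value below 0 was filed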
Active calls of the source: *. Outcome played no part in choosing rows; 1.7% or so of the library scored in one or more.

Results for CC(C)(C)N(Cc1ccccc1)C(=O)COC(=O)CCc1c[nH]c2ccccc12 ?
AGP1 TOR yeast: 99; RPL19A-GFP yeast: 103; CR mimetic SO: 109; LAP4-GFP MLPCN: 94; VLA-4 inh: 14; MEP2 TOR yeast: 101; CIT2-GFP yeast: 99; GRK2 aptamer HTS: 0

Results for COc1ccc(CNC(=O)c2cnc3scc(C)n3c2=O)cc1 ?
AGP1 TOR yeast: 93; RPL19A-GFP yeast: 98; CR mimetic SO: 111; LAP4-GFP MLPCN: 103; VLA-4 inh: 39; MEP2 TOR yeast: 97; CIT2-GFP yeast: 88; GRK2 aptamer HTS: 0

What do the screens show for `COc1cccc(C(=O)Nc2ccc(NC(=O)c3ccco3)nc2)c1`?
AGP1 TOR yeast: 91; RPL19A-GFP yeast: 94; CR mimetic SO: 105; LAP4-GFP MLPCN: 95; VLA-4 inh: 1; MEP2 TOR yeast: 91; CIT2-GFP yeast: 87; GRK2 aptamer HTS: 0

What do the screens show for `COc1ccc(Oc2nc3c(C)cccn3c(=O)c2/C=C(\C#N)C(N)=O)cc1`?
AGP1 TOR yeast: 87; RPL19A-GFP yeast: 93; CR mimetic SO: 106; LAP4-GFP MLPCN: 113; VLA-4 inh: -20; MEP2 TOR yeast: 108; CIT2-GFP yeast: 105; GRK2 aptamer HTS: 0

Results for CCOC(=O)Cn1nc(-c2ccccc2)ccc1=O ?
AGP1 TOR yeast: 99; RPL19A-GFP yeast: 99; CR mimetic SO: 106; LAP4-GFP MLPCN: 110; VLA-4 inh: -1; MEP2 TOR yeast: 103; CIT2-GFP yeast: 95; GRK2 aptamer HTS: 0

Results for C=C[C@]1(C)C=C2CC[C@H]3[C@@](C)(CCC[C@@]3(C)C(=O)O)[C@@H]2CC1 ?
AGP1 TOR yeast: 97; RPL19A-GFP yeast: 100; CR mimetic SO: 89; LAP4-GFP MLPCN: 94; VLA-4 inh: 18; MEP2 TOR yeast: 96; CIT2-GFP yeast: 96; GRK2 aptamer HTS: 0

How did O=C1NC(c2ccccc2OC(F)F)Oc2ccccc21 (stereo not drawn) do in these assays?
AGP1 TOR yeast: 102; RPL19A-GFP yeast: 100; CR mimetic SO: 82; LAP4-GFP MLPCN: 109; VLA-4 inh: -22; MEP2 TOR yeast: 110; CIT2-GFP yeast: 92; GRK2 aptamer HTS: 0

Results for NCCC(=O)N1c2ccccc2Sc2ccccc21 ?
AGP1 TOR yeast: 98; RPL19A-GFP yeast: 100; CR mimetic SO: 103; LAP4-GFP MLPCN: 97; VLA-4 inh: 14; MEP2 TOR yeast: 104; CIT2-GFP yeast: 102; GRK2 aptamer HTS: 0

What do the screens show for `Cc1ccc(Cl)cc1N1CCN(C(=O)CNC(=O)c2ccc(Br)o2)CC1`?
AGP1 TOR yeast: 87; RPL19A-GFP yeast: 87; CR mimetic SO: 114; LAP4-GFP MLPCN: 108; VLA-4 inh: 3; MEP2 TOR yeast: 90; CIT2-GFP yeast: 87; GRK2 aptamer HTS: 0

What do the screens show for `CCOC(=O)c1nnn(CC(=O)NC(=O)Nc2cccc(CC)c2)c1C(=O)OCC`?
AGP1 TOR yeast: 100; RPL19A-GFP yeast: 101; CR mimetic SO: 101; LAP4-GFP MLPCN: 104; VLA-4 inh: 46; MEP2 TOR yeast: 97; CIT2-GFP yeast: 101; GRK2 aptamer HTS: 1

How did CC(C)c1ccc(C(=O)NC2=NCCS2)cc1 do in these assays?
AGP1 TOR yeast: 98; RPL19A-GFP yeast: 101; CR mimetic SO: 87; LAP4-GFP MLPCN: 96; VLA-4 inh: 13; MEP2 TOR yeast: 103; CIT2-GFP yeast: 101; GRK2 aptamer HTS: 2

How did CC(C)CC(=O)Nc1cc2c3c(c1)CCN3C(=O)CC2 do in these assays?
AGP1 TOR yeast: 113; RPL19A-GFP yeast: 105; CR mimetic SO: 86; LAP4-GFP MLPCN: 109; VLA-4 inh: 1; MEP2 TOR yeast: 118; CIT2-GFP yeast: 111; GRK2 aptamer HTS: 0

What do the screens show for `COc1nc(Nc2cccc([N+](=O)[O-])c2)nc(OC)n1`?
AGP1 TOR yeast: 93; RPL19A-GFP yeast: 107; CR mimetic SO: 107; LAP4-GFP MLPCN: 107; VLA-4 inh: -1; MEP2 TOR yeast: 96; CIT2-GFP yeast: 99; GRK2 aptamer HTS: 0

Results for CCOC(=O)C1CCN(CC(=O)Nc2cc(S(=O)(=O)N3CCOCC3)ccc2C)CC1 ?
AGP1 TOR yeast: 104; RPL19A-GFP yeast: 101; CR mimetic SO: 109; LAP4-GFP MLPCN: 116; VLA-4 inh: 0; MEP2 TOR yeast: 105; CIT2-GFP yeast: 106; GRK2 aptamer HTS: 1

How did OC(CNCC(c1ccco1)N1CCCCC1)c1ccccc1 (stereo not drawn) do in these assays?
AGP1 TOR yeast: 103; RPL19A-GFP yeast: 101; CR mimetic SO: 116; LAP4-GFP MLPCN: 94; VLA-4 inh: 2; MEP2 TOR yeast: 101; CIT2-GFP yeast: 107; GRK2 aptamer HTS: 0

Results for O=C(NNC(=O)c1ccccn1)c1cccc([N+](=O)[O-])c1 ?
AGP1 TOR yeast: 121; RPL19A-GFP yeast: 122; CR mimetic SO: 88; LAP4-GFP MLPCN: 116; VLA-4 inh: -1; MEP2 TOR yeast: 114; CIT2-GFP yeast: 125; GRK2 aptamer HTS: 4

How did O=C(Nc1ccc(C(=O)O)cc1)/C(=C\c1ccco1)NC(=O)c1ccccc1Cl do in these assays?
AGP1 TOR yeast: 83; RPL19A-GFP yeast: 97; CR mimetic SO: 126; LAP4-GFP MLPCN: 97; VLA-4 inh: -4; MEP2 TOR yeast: 94; CIT2-GFP yeast: 88; GRK2 aptamer HTS: 11

What do the screens show for `C=CCOc1ccc(CNCC2CCCO2)cc1` (stereo not drawn)?
AGP1 TOR yeast: 99; RPL19A-GFP yeast: 103; CR mimetic SO: 99; LAP4-GFP MLPCN: 90; VLA-4 inh: 16; MEP2 TOR yeast: 105; CIT2-GFP yeast: 103; GRK2 aptamer HTS: 0

Results for CCCC(C(=O)Nc1ccc(S(=O)(=O)Nc2ncccn2)cc1)c1ccccc1 (stereo not drawn) ?
AGP1 TOR yeast: 100; RPL19A-GFP yeast: 99; CR mimetic SO: 112; LAP4-GFP MLPCN: 96; VLA-4 inh: 1; MEP2 TOR yeast: 101; CIT2-GFP yeast: 99; GRK2 aptamer HTS: 20

How did CN(C)/N=C/C=C1\CC/C(=C\c2ccc(F)c(F)c2)C1=O do in these assays?
AGP1 TOR yeast: 102; RPL19A-GFP yeast: 100; CR mimetic SO: 88; LAP4-GFP MLPCN: 105; VLA-4 inh: 2; MEP2 TOR yeast: 105; CIT2-GFP yeast: 105; GRK2 aptamer HTS: 0

What do the screens show for `O=C(Nc1ccc(Cl)c([N+](=O)[O-])c1)c1ccc2c(c1)OCCO2`?
AGP1 TOR yeast: 104; RPL19A-GFP yeast: 102; CR mimetic SO: 93; LAP4-GFP MLPCN: 106; VLA-4 inh: 0; MEP2 TOR yeast: 108; CIT2-GFP yeast: 98; GRK2 aptamer HTS: 1

Results for CNc1c(NS(=O)(=O)c2ccc(C3CCCCC3)cc2)c(=O)oc2ccccc12 ?
AGP1 TOR yeast: 91; RPL19A-GFP yeast: 97; CR mimetic SO: 106; LAP4-GFP MLPCN: 85; VLA-4 inh: 1; MEP2 TOR yeast: 97; CIT2-GFP yeast: 94; GRK2 aptamer HTS: 0

What do the screens show for `CN(CC(=O)Nc1ccccc1C(F)(F)F)C(=O)CC1OC(=O)c2ccccc21` (stereo not drawn)?
AGP1 TOR yeast: 102; RPL19A-GFP yeast: 99; CR mimetic SO: 89; LAP4-GFP MLPCN: 105; VLA-4 inh: -1; MEP2 TOR yeast: 105; CIT2-GFP yeast: 93; GRK2 aptamer HTS: 4

What do the screens show for `CC(=O)c1ccc(N2CCN(S(=O)(=O)c3ccc4c(c3)CC(=O)N4)CC2)cc1`?
AGP1 TOR yeast: 103; RPL19A-GFP yeast: 99; CR mimetic SO: 83; LAP4-GFP MLPCN: 104; VLA-4 inh: -9; MEP2 TOR yeast: 93; CIT2-GFP yeast: 127; GRK2 aptamer HTS: 0

How did CCn1cc(C(=O)O)c(=O)c2cnc(N3CCN(C(=S)NC(=O)c4ccc(Br)cc4)CC3)nc21 do in these assays?
AGP1 TOR yeast: 104; RPL19A-GFP yeast: 99; CR mimetic SO: 92; LAP4-GFP MLPCN: 108; VLA-4 inh: -6; MEP2 TOR yeast: 97; CIT2-GFP yeast: 99; GRK2 aptamer HTS: 0

What do the screens show for `O=C(O)c1ccccc1C1Nc2ccccc2C(=O)N1CCCN1CCOCC1` (stereo not drawn)?
AGP1 TOR yeast: 108; RPL19A-GFP yeast: 101; CR mimetic SO: 115; LAP4-GFP MLPCN: 114; VLA-4 inh: 10; MEP2 TOR yeast: 103; CIT2-GFP yeast: 95; GRK2 aptamer HTS: 1

Results for Cc1ccc(C)c(CN2CCSCC2)c1 ?
AGP1 TOR yeast: 97; RPL19A-GFP yeast: 101; CR mimetic SO: 113; LAP4-GFP MLPCN: 90; VLA-4 inh: 2; MEP2 TOR yeast: 103; CIT2-GFP yeast: 96; GRK2 aptamer HTS: 1

What do the screens show for `C=C(C)COc1ccc(-c2ncncc2-c2ccccc2OC)c(O)c1`?
AGP1 TOR yeast: 92; RPL19A-GFP yeast: 100; CR mimetic SO: 110; LAP4-GFP MLPCN: 100; VLA-4 inh: 6; MEP2 TOR yeast: 99; CIT2-GFP yeast: 91; GRK2 aptamer HTS: 3

Looked up by structure from the list above (four):
Results for Cc1ccc(C)c(CN2CCSCC2)c1 ?
AGP1 TOR yeast: 97; RPL19A-GFP yeast: 101; CR mimetic SO: 113; LAP4-GFP MLPCN: 90; VLA-4 inh: 2; MEP2 TOR yeast: 103; CIT2-GFP yeast: 96; GRK2 aptamer HTS: 1

Results for O=C(NNC(=O)c1ccccn1)c1cccc([N+](=O)[O-])c1 ?
AGP1 TOR yeast: 121; RPL19A-GFP yeast: 122; CR mimetic SO: 88; LAP4-GFP MLPCN: 116; VLA-4 inh: -1; MEP2 TOR yeast: 114; CIT2-GFP yeast: 125; GRK2 aptamer HTS: 4

Results for CNc1c(NS(=O)(=O)c2ccc(C3CCCCC3)cc2)c(=O)oc2ccccc12 ?
AGP1 TOR yeast: 91; RPL19A-GFP yeast: 97; CR mimetic SO: 106; LAP4-GFP MLPCN: 85; VLA-4 inh: 1; MEP2 TOR yeast: 97; CIT2-GFP yeast: 94; GRK2 aptamer HTS: 0

Results for CCCC(C(=O)Nc1ccc(S(=O)(=O)Nc2ncccn2)cc1)c1ccccc1 (stereo not drawn) ?
AGP1 TOR yeast: 100; RPL19A-GFP yeast: 99; CR mimetic SO: 112; LAP4-GFP MLPCN: 96; VLA-4 inh: 1; MEP2 TOR yeast: 101; CIT2-GFP yeast: 99; GRK2 aptamer HTS: 20

Bioassay records deposited in PubChem BioAssay by NMMLSC.
